# proCasp7 act: counter-screen for procaspase-3 activators: activators of human procaspase-7; recombinant procaspase-7, Ac-DEVD-pNA absorbance 405 nm; D23A/D198A/D206A triple mutant, cannot self-cleave; scale: DMSO 0, 5 µM enzyme 100; activation, % at 8.5 µM; actives 0.093% (n = 330,000); AID 463210;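 active = percent activation above the screen-wide mean plus 3 SD, cut at about 25% in these data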
#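 Assay system – Uncleavable procaspase-7 mutant enzyme · Quantity – 2 µM procaspase-7 mutant as dispensed · Times – 1 h preincubation, 2 h reaction · Dosing – single nominal 8.5 µM compound dose, 0.8% DMSO final · Buffer or medium – Zinc-free 50 mM HEPES buffer, pH 7.4, with NaCl and Triton X-100 · Detection – Epi-absorbance of released pNA at 405 nm, two timepoints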
# PP5 inh: inhibitors of human protein phosphatase 5 (PP5); P53041; purified PP5c, OMFP substrate fluorescence; inhibition, % at 6.7 µM; actives 0.18% (n = 320,000); AID 1987;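 active = inhibition above the campaign's mean inhibition across all tested compounds plus 3 SD, cut at about 9.5% in these data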;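 also: 0% = DMSO only and 100% = 100 µM cantharidin control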
# Target sequence (P53041 whole entry, looked up): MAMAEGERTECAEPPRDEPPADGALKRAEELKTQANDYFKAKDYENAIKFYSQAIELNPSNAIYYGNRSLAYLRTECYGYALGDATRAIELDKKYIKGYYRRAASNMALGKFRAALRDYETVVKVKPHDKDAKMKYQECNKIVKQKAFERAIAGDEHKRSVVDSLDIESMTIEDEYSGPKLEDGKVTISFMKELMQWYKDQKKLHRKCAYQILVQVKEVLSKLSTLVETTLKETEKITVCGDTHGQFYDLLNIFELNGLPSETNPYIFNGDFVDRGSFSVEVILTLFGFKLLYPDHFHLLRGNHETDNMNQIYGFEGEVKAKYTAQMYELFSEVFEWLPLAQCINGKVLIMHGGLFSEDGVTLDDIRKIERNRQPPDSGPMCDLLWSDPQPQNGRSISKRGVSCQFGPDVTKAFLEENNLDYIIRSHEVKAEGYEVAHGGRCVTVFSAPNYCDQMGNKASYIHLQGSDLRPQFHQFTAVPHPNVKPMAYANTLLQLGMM
# PAFAH2 FP inh: PAFAH2 (human) inhibition | Q99487 | recombinant PAFAH2, FP-rhodamine activity probe, fluorescence polarization | inhibition, % at 3.39 µM | actives 0.99% (n = 340,000) | AID 492956;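 active = inhibition above the mean over all tested compounds plus 3 SD, cut at about 30% in these data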;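 also: inhibitors block probe labeling of enzyme so polarization drops; 0% = enzyme with DMSO and 100% = wells lacking PAFAH2 protein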
# CTSL1 counter: cathepsin L1 inhibition, PFM18AAP counter-screen; inhibition, % at 5.96 µM; actives 0.49% (n = 300,000); recombinant F. hepatica cathepsin L1, Z-Leu-Arg-MCA fluorescence;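 active = inhibition above the mean of all tested compounds plus 3 SD, set per screening campaign, cut at about 17% in these data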;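 also: 0% = plate median of test compound wells and 100% = 1 µM Z-Phe-Ala-diazomethylketone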
# AHR act: activates the human aryl hydrocarbon receptor. P35869. actives 2.5% (n = 320,000). AHR-responsive luciferase reporter cells, luminescence. activation, % at 5 µM; in the data active = activation above about 47%;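 also: 0% = vehicle wells and 100% = reference agonist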
# TPT1 inhibitor: inhibitors of Candida albicans tRNA 2'-phosphotransferase TPT1. inhibition, % at 5 µM. actives 0.81% (n = 300,000). recombinant caTPT1, FP RNA substrate dephosphorylation;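 active = inhibition above the mean of all tested compounds plus 3 SD, set per screening campaign, cut at about 24% in these data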;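 also: plate controls were DMSO alone for no effect and ferristatin control at 100 nM for full effect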
# procasp3 activ: activators of human procaspase-3 | recombinant procaspase-3 D3A, Ac-DEVD-pNA absorbance 405 nm | actives 0.11% (n = 330,000) | activation, % at 8.5 µM | P42574;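 active = activation above the mean of all tested compounds plus 3 SD, cut at about 21% in these data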;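 also: 0% = DMSO alone and 100% = DMSO wells spiked with extra 5 µM PC-3 D3A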
# Target sequence (P42574 whole entry D9A/D28A/D175A): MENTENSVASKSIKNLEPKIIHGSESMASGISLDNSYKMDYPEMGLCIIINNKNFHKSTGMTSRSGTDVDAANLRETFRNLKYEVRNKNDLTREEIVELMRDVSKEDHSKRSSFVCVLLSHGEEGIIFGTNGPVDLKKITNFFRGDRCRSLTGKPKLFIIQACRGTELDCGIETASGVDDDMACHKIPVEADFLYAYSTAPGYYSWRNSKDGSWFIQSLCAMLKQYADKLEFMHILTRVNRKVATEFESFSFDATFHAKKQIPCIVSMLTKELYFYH
#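 Assay system: Procaspase-3 D3A mutant, all three cleavage aspartates alanine. Buffer or medium: Zinc-free HEPES saline buffer with Triton X-100. Times: 1 h compound preincubation, 2 h substrate hydrolysis at 25 °C. Measured by: 405 nm absorbance of p-nitroaniline, reads at 0 and 120 min. Read-out basis: percent activation relative to control range. Replicates: singlicate.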
# core dimer inh: HCV core protein dimerization inhibition; TR-FRET GST/Flag-core106 dimerization, 1536-well; inhibition, % at 5 µM; actives 0.33% (n = 300,000); AID 1899;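 active = inhibition above the mean of all tested compounds plus 3 SD, set per screening campaign, cut at about 45% in these data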
#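 Assay system: tagged HCV core106 pair (GST and Flag); medium: KF-containing HEPES buffer, pH 7.45, DTT, CHAPS, BSA; also added: Eu donor and XL665 acceptor anti-tag antibodies; dosing: 5 µM single dose; timing: compound-protein-antibody incubation 4 h at 22.5 °C; signal: TR-FRET 671 and 617 nm emission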
# PP1 inh: counter-screen for PP5 inhibitors: inhibitors of human PP1-alpha. P62136. purified PP1alpha, OMFP fluorescence. inhibition, % at 6.7 µM. actives 0.9% (n = 320,000). AID 2235;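 active = inhibition above the mean inhibition of all tested compounds plus 3 SD, computed separately for each screening campaign, cut at about 15% in these data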
# An asterisk follows results filed as active; . = no result given.
[1] Cc1ccc(N(C(=O)C2CCCC2)C2C=CS(=O)(=O)C2)cc1C (stereo not drawn)
[2] O=C(OCCCN=C1NS(=O)(=O)c2ccccc21)c1ccc([N+](=O)[O-])cc1
[3] Cc1ccccc1S(=O)Cc1ccc(C(=O)NCCCN2CCCCC2)o1 (stereo not drawn)
[4] CCOc1ccc(OCCC(=O)OCC(=O)NC2CCCC2)cc1
[5] O=C(COc1ccc(Cl)cc1)Nc1nnc(-c2ccc3c(c2)CCCC3)o1
[6] Cc1ccc(N2C(=O)c3cccc4c(N)ccc(c34)C2=O)c2cccnc12
assay / compound	1	2	3	4	5	6
proCasp7 act	3	1	-1	-12	2	-7
PP5 inh	2.4	1.4	1.9	4.7	2.3	-10
PAFAH2 FP inh	-2	-4	3	-4	5	-24
CTSL1 counter	-3	2	-3	.	2	2
AHR act	0	0	0	-1	27	4
TPT1 inhibitor	-1	2	-1	.	-2	14
procasp3 activ	7	1	10	-6	5	2
core dimer inh	-1	-2	-8	.	0	-4
PP1 inh	-5	-5	3	3	6	4

[7] CN(CC(=O)Nc1ccc(Cl)c(C(F)(F)F)c1)C(=O)c1ccc2c(c1)OCCO2
[8] COC(=O)C1Cc2c([nH]c3ccccc23)C(C(C)C)N1 (stereo not drawn)
[9] CN(C)C(=O)CCSc1nnc(-c2ccco2)o1
[10] COC(=O)c1ccccc1NC(=O)CN1C(=O)NC2(CCCCCCC2)C1=O
[11] CCn1c(CCCNC(=O)c2ccc(F)cc2)nc2ccccc21
[12] CCC(C)(C)NC(=O)C(c1ccc(OC)cc1)N(C(=O)CCC(=O)Nc1cc(C)on1)C1CC1 (stereo not drawn)
assay / compound	7	8	9	10	11	12
proCasp7 act	5	4	17	-6	-1	-1
PP5 inh	-0.5	2.3	1.0	1.4	2.0	0.0
PAFAH2 FP inh	5	-6	1	85*	2	3
CTSL1 counter	-4	0	0	.	-3	-4
AHR act	8	13	0	22	11	3
TPT1 inhibitor	2	1	0	.	2	3
procasp3 activ	9	-2	10	-1	-5	0
core dimer inh	3	8	2	.	-3	-6
PP1 inh	-3	0	-4	1	-1	5

[13] CC(C)CC(=O)c1c[nH]c(C(=O)NCc2ccc(F)cc2)c1
[14] COc1ccccc1NC(=O)CC1S/C(=N/N=C(\C)C2CCCCC2)NC1=O (stereo not drawn)
[15] COc1ccc(Cl)cc1N(CC(=O)NC(C(C)C)C(C)C)S(C)(=O)=O
[16] COc1ccc(CCNC(=O)/C=C/c2cc(OC)c(OC)c(OC)c2)cc1OC
[17] CC(=O)NC(Cc1cnc[nH]1)C(=O)O (stereo not drawn)
[18] CCNC(=O)c1nc[nH]c1C(=O)NCC
assay / compound	13	14	15	16	17	18
proCasp7 act	13	8	1	6	7	2
PP5 inh	1.1	0.3	1.4	2.7	0.0	3.3
PAFAH2 FP inh	-9	2	1	-2	-6	-7
CTSL1 counter	2	-1	-4	-4	-2	-5
AHR act	6	5	-1	5	2	3
TPT1 inhibitor	-1	0	2	-1	-3	-2
procasp3 activ	6	1	6	2	5	-3
core dimer inh	-6	2	0	-3	3	-4
PP1 inh	0	-1	1	-2	2	-5

[19] O=C(O)c1ccccc1C(=O)NC1CCCc2ccccc21 (stereo not drawn)
[20] CCOCCCNC(=O)/C(C#N)=C/c1ccc(C)o1
[21] O=C(Nc1cccc(C(=O)N2CCOCC2)c1)c1cccnc1
[22] CCOC(=O)c1ccc(CNC(=O)C(Cc2c[nH]c3ccccc23)NC(C)=O)o1 (stereo not drawn)
[23] C=CCNC(=S)N(Cc1ccccc1)Cc1ccccc1
[24] Cc1ccc(-n2ncc(C#N)c2/N=C/N2CCCCCC2)cc1
assay / compound	19	20	21	22	23	24
proCasp7 act	-5	-3	19	6	0	1
PP5 inh	1.7	-0.8	-0.9	2.7	1.2	5.5
PAFAH2 FP inh	8	-2	-1	-7	3	9
CTSL1 counter	-3	6	1	1	-1	-1
AHR act	1	2	2	6	0	26
TPT1 inhibitor	-6	-3	0	-4	-3	-2
procasp3 activ	1	4	2	-3	-4	2
core dimer inh	0	-6	11	1	-13	8
PP1 inh	-4	-7	-3	0	1	4

[25] Cc1ccccc1OCC(=O)NCCC(=O)O
[26] COc1ccc(CCNC(=O)CS(=O)(=O)c2cn(CC(=O)N(C(C)C)C(C)C)c3ccccc23)cc1OC
[27] CCOc1ccccc1/C=N/NC(=O)c1cccc(S(=O)(=O)N(CC)CC)c1
[28] Cn1cccc1C(NC(=O)c1ccccc1)C(Cl)(Cl)Cl (stereo not drawn)
[29] Cc1c(NC(=O)C(C)OC(=O)c2cc(Cl)ccc2O)c(=O)n(-c2ccccc2)n1C (stereo not drawn)
[30] CCOc1cc(C(=O)NCc2ccccc2)ccc1OCC(=O)N1CCCCC1
assay / compound	25	26	27	28	29	30
proCasp7 act	10	2	2	4	1	5
PP5 inh	-1.9	0.2	-0.8	2.3	1.2	-0.5
PAFAH2 FP inh	1	-5	-3	-3	8	-4
CTSL1 counter	-1	17*	0	-5	-1	.
AHR act	-2	3	5	5	0	-1
TPT1 inhibitor	-2	0	-1	-4	0	.
procasp3 activ	0	5	2	17	1	-6
core dimer inh	0	0	8	1	-3	.
PP1 inh	-4	-6	1	1	-3	-6

[31] O=C(Nc1nc(COc2ccccc2)cs1)C1CCC1
[32] COc1ccccc1CN1CCNC(=O)C1CC(=O)NC1Cc2ccccc2C1 (stereo not drawn)
[33] COc1cc(NC(=O)CN(c2cc(C)cc(C)c2)S(=O)(=O)c2c(C)noc2C)cc(OC)c1
[34] CC(=O)Nc1ccc(S(=O)(=O)Nc2ncccn2)cc1
[35] CCN1CCCC1CNC(=O)c1cc(S(N)(=O)=O)ccc1OC (stereo not drawn)
[36] O=C(c1ccco1)N1CCN(C2c3ccccc3-c3ccccc32)CC1
assay / compound	31	32	33	34	35	36
proCasp7 act	-4	5	3	3	-5	-1
PP5 inh	2.7	0.3	8.0	2.0	-1.2	0.4
PAFAH2 FP inh	1	-5	-3	3	0	0
CTSL1 counter	-2	2	1	3	2	-1
AHR act	-1	3	13	-1	0	-2
TPT1 inhibitor	-4	0	1	-2	0	0
procasp3 activ	11	-2	-3	0	5	-5
core dimer inh	-6	5	1	-3	7	14
PP1 inh	6	1	0	-4	-2	0

[37] C/C=C/c1ccc(OCC(=O)OCC2=C(C(=O)OCC)C(C)NC(=O)N2)c(OC)c1 (stereo not drawn)
[38] CCc1ccc(OCC(O)CN2CCCC2)cc1 (stereo not drawn)
[39] O=C1CC(C(=O)N2CCN(Cc3ccccc3)CC2)CN1Cc1ccccc1 (stereo not drawn)
[40] O=C(c1ccc(-n2cnnn2)cc1)N(C1CCCCC1)C1CCCCC1
[41] CCOc1ccc(S(=O)(=O)Nc2ccc(C(=O)NCCCN3CCOCC3)cc2)cc1
[42] CN(C)C=Nc1nonc1N
[43] O=C(COC(=O)C1CCCC1)NCc1ccc(Cl)cc1
[44] NC(=O)c1c(NC(=O)Cn2cc([N+](=O)[O-])cn2)sc2c1CCCC2
assay / compound	37	38	39	40	41	42	43	44
proCasp7 act	-7	-4	-1	7	0	-4	-2	7
PP5 inh	1.9	2.4	3.2	-0.5	1.9	1.3	-1.8	0.9
PAFAH2 FP inh	1	-14	0	3	-1	1	19	4
CTSL1 counter	-18	6	-3	-3	3	1	-4	3
AHR act	1	2	-1	0	-4	25	0	9
TPT1 inhibitor	4	-2	0	-4	2	2	-2	0
procasp3 activ	7	-2	-3	1	2	5	8	6
core dimer inh	3	-14	-1	3	-3	-3	-2	3
PP1 inh	-4	6	1	-5	-6	-5	1	0

# Bioassay records: PubChem BioAssay, The Scripps Research Institute Molecular Screening Center
